Source: PubChem (several laboratories)
PfHsp40 rescue: rescue of PfHsp40-mediated yeast toxicity; S. cerevisiae expressing PfHsp40, growth rescue, ATP luminescence; growth rescue, % at 12.5 µM; hit rate 0.68% among 340,000; in the data active means growth rescue above about 28%, passing the limit was not always enough; inconclusive means no clear call, values can overlap the other calls;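 further: yeast W303a lacking pdr1 and pdr3 grown in galactose medium; growth measured after three days at 30 °C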
BoNT A protease: inhibitors of Botulinum neurotoxin A light chain protease. multiplex microsphere protease substrate cleavage, flow cytometry. inhibition, % at 10 µM. hit rate 0.17% among 360,000. AID 588499; further: plate controls were buffer without enzyme for full effect and enzyme alone for no effect
Y pestis TopoI: inhibitors of Yersinia pestis topoisomerase I | Y. pestis Topo-I cleavage product accumulation, plate reader | activity, % at 10 µM | hit rate 0.064% among 360,000; in the data active means activity above about 50%, passing the limit was not always enough; inconclusive means no clear call, values can overlap the other calls; further: inactives centre near 2
PrPC surface inh: reduces human prion protein on the cell surface; cell surface PrPC, TR-FRET read-out; inhibition, % at 13.8 µM; hit rate 0.43% among 370,000; P04156; in the data active means inhibition above about 24%; further: 0% = median of the test wells and 100% = reference compound wells
TcdB inh: blocks C. difficile toxin B glycohydrolase activity; P18177; TcdB glycohydrolase enzymatic assay, plate reader; inhibition, % at 9.99 µM; hit rate 0.24% among 350,000; AID 652162; in the data active means inhibition above about 10%
Anthrax LF inh2: anthrax lethal factor protease inhibition. multiplex microsphere protease cleavage assay, LF. hit rate 0.12% among 360,000. inhibition, % at 10 µM; further: plate controls were buffer without enzyme for full effect and enzyme alone for no effect
Target sequence (P15917 whole entry, looked up): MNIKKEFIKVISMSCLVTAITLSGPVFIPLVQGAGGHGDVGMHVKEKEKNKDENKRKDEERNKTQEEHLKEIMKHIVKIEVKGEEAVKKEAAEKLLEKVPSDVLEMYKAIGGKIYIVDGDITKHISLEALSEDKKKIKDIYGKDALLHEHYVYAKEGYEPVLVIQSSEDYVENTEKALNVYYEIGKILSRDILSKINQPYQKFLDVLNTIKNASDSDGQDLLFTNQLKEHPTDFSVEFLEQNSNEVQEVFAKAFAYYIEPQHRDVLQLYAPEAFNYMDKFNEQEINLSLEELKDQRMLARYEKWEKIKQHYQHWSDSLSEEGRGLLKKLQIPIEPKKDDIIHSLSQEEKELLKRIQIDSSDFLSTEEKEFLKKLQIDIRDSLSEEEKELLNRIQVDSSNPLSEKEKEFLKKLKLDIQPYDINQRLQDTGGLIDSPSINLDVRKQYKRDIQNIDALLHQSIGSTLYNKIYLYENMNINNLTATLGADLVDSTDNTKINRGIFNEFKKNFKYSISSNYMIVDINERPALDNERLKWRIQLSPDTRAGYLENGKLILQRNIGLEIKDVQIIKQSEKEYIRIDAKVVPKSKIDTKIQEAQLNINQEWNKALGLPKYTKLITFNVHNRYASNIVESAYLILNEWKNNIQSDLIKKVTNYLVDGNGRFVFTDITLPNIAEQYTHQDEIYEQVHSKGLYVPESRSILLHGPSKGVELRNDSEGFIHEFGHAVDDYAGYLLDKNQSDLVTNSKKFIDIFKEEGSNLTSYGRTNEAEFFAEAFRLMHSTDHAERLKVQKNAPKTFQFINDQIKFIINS
3CLpro inhibitor: SARS-CoV 3CLpro protease inhibition; hit rate 0.14% among 290,000; inhibition, % at 6 µM; AID 1706; recombinant SARS-CoV 3CLpro, quenched FRET peptide cleavage; P0C6X7; in the data active means inhibition above about 12%
BH1578 lux ind: induces V. cholerae light production without autoinducers; V. cholerae BH1578 lux reporter, luminescence, 6 h; hit rate 0.16% among 350,000; activation, % at 18.7 µM; in the data active means activation mostly above about 9.7%, no sharp cut-off; inconclusive means no clear call, values can overlap the other calls; inactive means mostly below about 3.7%; further: not every result past the cut was called active; inactives centre near 0; reference of the scale not given here
PriA SSB inh: inhibitors of Klebsiella pneumoniae PriA binding to SSB C-terminal tail; hit rate 0.6% among 430,000; AID 1272365; AlphaScreen SSBct-PriA binding, biotinylated peptide; inhibition, % at 33 µM; in the data active means inhibition mostly above about 37%, no sharp cut-off; inactive means mostly below about 20%;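 further: plate controls were negative control peptide for no effect and reference peptide for full effect; strong numbers were not always called active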
The depositor's hits bear a star; i = inactive; ? = inconclusive; / = no result given; & = joins results of further samples. Unless noted, no stated cut-off is given here; in the data, active means inhibition above about 30%; inconclusive means no clear call, values can overlap the other calls; inactive means below that. Some of the compounds tested; rates above refer to the full screens.

SMILES	PfHsp40 rescue	BoNT A protease	Y pestis TopoI	PrPC surface inh	TcdB inh	Anthrax LF inh2	3CLpro inhibitor	BH1578 lux ind	PriA SSB inh
Cc1cc(=O)oc2c(CN(C)Cc3ccccc3)c(O)ccc12	-1.0	0.2	1	-5	/	-3	0	i	-3
Cc1c(NS(=O)(=O)c2cccc3nsnc23)c(=O)n(-c2ccccc2)n1C	0.7	1.4	-6	-7	/	0	-1	0.0	-13
CNC[C@H]1Oc2cc(Br)ccc2S(=O)(=O)N([C@H](C)CO)C[C@H]1C	/	-0.7	-1	-4	0.4&-3.2&0.3	-3	/	-0.6	/
O=C(CSc1nnc(-c2ccco2)o1)Nc1ccccc1Cl	?	0.1	2	-2	1.1	1	-3	-0.8	-15
CCNC(=O)CN(CCc1ccccc1)S(=O)(=O)c1ccc(OC)cc1	0.5	0.4	8	-5	/	-3	2	i	5
CCC1S/C(=N/N=C/c2ccco2)N(c2ccc(F)cc2)C1=O (stereo not given)	-0.4	-0.1	-4	7	1.2	0	-4	-0.3	/
COc1ccc(C(=O)N(Cc2cccs2)C2CCS(=O)(=O)C2)cc1 (stereo not given)	0.3	1.3	6	2	-1.0	0	6	-0.3	-7
COc1ccc(C=O)cc1Cn1ccnc1C	-0.2	-0.2	2	-4	0.6	0	-3	-0.2	-4
CC(=O)N1CCN(C(=O)c2cc(S(=O)(=O)NCc3ccccc3)ccc2C)CC1	-2.0	0.7	4	-4	2.2	2	-1	-7.7	-16
Cc1nc(C(=O)NCc2ccccc2)sc1C1(C)CC(c2ccccc2)=NO1 (stereo not given)	2.6	0.1	18	0	0.4	-1	/	i	-6
Cc1c(C(=O)Nc2ccccc2F)sc2ncn(CC(=O)N3CCCCC3)c(=O)c12	-1.4	-0.5	2	-8	0.9	-2	-8	-0.4	0
CCOc1ccc(CCNC(=O)c2ccc3nc(CC)c(CC)nc3c2)cc1	1.7	0.3	13	2	-0.1	0	-1	-0.7	-6
O=C(O)Cc1sc(-c2ccccc2)nc1-c1cccs1	0.6	1.0	-9	15	0.2	-4	5	-1.4	0
C=CCn1c(NC)cc(=O)n(C)c1=O	-0.6	-0.6	0	-8	/	-3	-2	-3.8	-24
CCOc1ccc(C(=O)OC2CC3CCC(C2)N3C)cc1 (stereo not given)	-2.0	0.6	2	3	-2.8	0	-2	i	6
CCCCN(CC)CCNC(=O)c1cn(-c2ccc(Cl)cc2)c(=O)c2ccccc12	-0.2	0.3	4	-16	-0.2	-2	0	-0.3	-7
O=C(NCCOc1ccccc1F)c1cc(F)c(F)cc1Cl	-1.4	-0.3	-2	-2	1.5	0	-4	-0.3	-17
CCN1CCN(S(=O)(=O)c2ccc(Cl)c(C(=O)N(CCc3ccccc3)Cc3ccccc3)c2)CC1	0.5	-0.8	20	3	-1.0	-10	/	-5.9	-4
Cc1ccc2ccc(S(=O)(=O)n3nc(C)cc3C)cc2c1	1.9	-1.3	9	0	1.8	2	0	i	-15
CCOC(=O)c1ccc(NC(=O)c2ncn3c2C(=O)N[C@H](C)C3)cc1	/	0.0	2	-2	-0.3	-4	/	-0.4	/
CCC(Sc1nnnn1C)C(=O)Nc1ccc(C(C)=O)cc1 (stereo not given)	-0.4	-0.4	-6	-3	/	-7	-2	-0.2	-5
CC(NC(=S)NCCCN1CCOCC1)C1CC2CCC1C2 (stereo not given)	0.1	0.0	-2	-3	0.2	-2	0	-0.4	-12
S=C(NCCc1ccccc1)N1CCn2cccc2C1c1cccnc1 (stereo not given)	-0.5	-1.2	-10	32*	-0.8	-1	-1	i	11
NC(=O)CC(NC(=O)c1ccccc1)c1ccc(NCCN2CCCCC2)c([N+](=O)[O-])c1 (stereo not given)	0.3	0.4	-4	-8	0.7	-12	5	i	-7
CCOc1ccccc1NC(=O)CCCNC(=O)c1ccc(Cl)cc1	-0.7	1.0	-2	4	-1.4	-5	-4	-0.4	-7

Retrieved by structure from the entries so far:
SMILES	PfHsp40 rescue	BoNT A protease	Y pestis TopoI	PrPC surface inh	TcdB inh	Anthrax LF inh2	3CLpro inhibitor	BH1578 lux ind	PriA SSB inh
CNC[C@H]1Oc2cc(Br)ccc2S(=O)(=O)N([C@H](C)CO)C[C@H]1C	/	-0.7	-1	-4	0.4&-3.2&0.3	-3	/	-0.6	/
CCOc1ccccc1NC(=O)CCCNC(=O)c1ccc(Cl)cc1	-0.7	1.0	-2	4	-1.4	-5	-4	-0.4	-7
COc1ccc(C(=O)N(Cc2cccs2)C2CCS(=O)(=O)C2)cc1 (stereo not given)	0.3	1.3	6	2	-1.0	0	6	-0.3	-7
CCOc1ccc(CCNC(=O)c2ccc3nc(CC)c(CC)nc3c2)cc1	1.7	0.3	13	2	-0.1	0	-1	-0.7	-6
Cc1c(NS(=O)(=O)c2cccc3nsnc23)c(=O)n(-c2ccccc2)n1C	0.7	1.4	-6	-7	/	0	-1	0.0	-13
Cc1ccc2ccc(S(=O)(=O)n3nc(C)cc3C)cc2c1	1.9	-1.3	9	0	1.8	2	0	i	-15

Later entries.
SMILES	PfHsp40 rescue	BoNT A protease	Y pestis TopoI	PrPC surface inh	TcdB inh	Anthrax LF inh2	3CLpro inhibitor	BH1578 lux ind	PriA SSB inh
Clc1cccc(CN2CCCCCC2)c1	-1.6	-7.6	-5	5	0.1	-12	1	-0.2	-15
Cc1c(C(=O)N2CCN(C)CC2)oc2c1C(=O)CC(C)(C)C2	0.6	4.2	-10	3	1.1	-6	-5	-2.7	-5
CCOC(=O)CSc1nc2c(c(=O)[nH]c(=O)n2C)n1CCCc1ccccc1	0.2	-1.7	-1	-1	/	-2	1	-0.2	-7
CSc1nc2c(c(=O)[nH]c(=O)n2C)n1Cc1ccc(Cl)cc1	-0.9	2.0	3	6	-1.6	-4	1	0.8	-5
O=c1[nH][nH]c2c1[C@H](c1ccccc1)O[C@H](C1CCCCC1)C2	/	0.4	/	1	1.7	-7	/	/	/
CCOC(=O)CN(C(=O)CSc1nnc(CNc2ccc(F)cc2)n1CC)c1ccc(F)cc1	-0.2	0.3	11	-5	/	-1	5	i	0
Cc1cc(C)nc(SCc2ccccc2C#N)n1	1.0	0.3	-1	2	/	5	-5	-2.1	-18
CCN(CC)S(=O)(=O)c1cccc(C(=O)N/N=C/c2ccc(OC)c(O)c2)c1	-0.1	0.0	-4	-5	8.7	-2	0	-0.8	/
Cc1ccc(N(CC(O)CN2CCOCC2)S(=O)(=O)c2ccc3ccccc3c2)cc1 (stereo not given)	-0.5	-0.6	21	-13	/	-2	-8	-0.5	6
CC(C)c1[nH]nc2c1C(C1C=CCCC1)C(C#N)=C(N)O2 (stereo not given)	-1.3	?	-2	-5	1.3	8	3	-0.6	4
Cc1onc(-c2ccccc2Cl)c1C(=O)N1CCCCC1C (stereo not given)	0.6	-3.8	6	11	0.2	-4	0	-0.5	-6
N/C(=N\c1nc2ccccc2o1)NC(=O)c1ccc(Cl)cc1	-1.4	-0.5	3	3	0.5	-2	3	i	/
CCOc1ccc(-n2c(-c3ccccc3)nnc2-c2ccccc2)cc1	-0.7	-0.1	-3	8	0.6	-1	-7	i	-5
CSc1ccccc1NP1(=O)OCC(C)([N+](=O)[O-])CO1 (stereo not given)	-1.8	-0.1	2	0	1.0	-6	/	1.9	2
S=C1NCCOCCNC(=S)NCCOCCOCCOCCN1	-1.6	-0.2	-6	7	/	0	-4	-0.7	-17
Cc1ccccc1NC(=O)CCN1CCN(CCO)CC1	0.9	-0.7	-18	-2	0.8	2	2	-0.3	-1
O=C(OCC(=O)c1cccs1)c1cccc(C(=O)OCC(=O)c2cccs2)n1	0.4	0.3	7	2	1.5	3	-1	-0.4	-13
S=C(NCc1ccc(Cl)cc1)NC12CC3CC(CC(C3)C1)C2	0.0	-0.2	0	1	/	-7	3	i	-6
O=C(N/N=C/c1cccc(O)c1)c1ccc(NC(=O)c2cccc([N+](=O)[O-])c2)cc1	-1.2	0.2	-24	-17	0.8	0	-3	-0.3	/
O=C(Nc1cccc(C(F)(F)F)c1)Nc1ccc(N2CCCC2)c(S(=O)(=O)Nc2ccccc2Cl)c1	-0.2	-0.1	-13	11	/	-2	11	-0.3	3
CCOC(=O)C1CCN(C(=O)c2cc3cc4ccc(C)cc4nc3o2)CC1	1.2	-0.2	-5	-27	-0.8	2	-7	i	-28
Cc1cccc(OCc2n[nH]c(=S)o2)c1C	-0.7	-0.3	-4	-1	0.5	-2	2	-0.3	-1
COc1cc(C(=O)NNc2nc3cc4c(cc3s2)OCO4)cc(OC)c1OC	0.8	1.0	0	5	0.3	-6	1	-1.3	-4
Oc1ccc(-c2cccc(-c3ccc(O)cc3)c2)cc1	3.0	-2.0	-13	-1	3.0	0	3	-0.3	0
CCOc1ccc(-n2cc(C(=O)Nc3ccc(Cl)cn3)c3cc(OC)c(OC)cc3c2=O)cc1	0.3	0.9	9	-3	/	4	1	i	-3

(next part)
SMILES	PfHsp40 rescue	BoNT A protease	Y pestis TopoI	PrPC surface inh	TcdB inh	Anthrax LF inh2	3CLpro inhibitor	BH1578 lux ind	PriA SSB inh
COc1ccc(C(=O)NNC2CC(=O)N(Cc3ccccc3)C2=O)cc1OC (stereo not given)	1.1	0.0	-1	4	/	1	3	-0.3	-15
Cc1ccc2c(NC(=O)C3CC3)cccc2n1	0.2	0.6	-4	-1	/	1	1	0.3	0
Cc1oc(-c2ccc3ccccc3c2)nc1CN(C)C(C)c1ccncn1 (stereo not given)	-1.2	-0.3	19	5	1.6	-1	2	i	8
O=C(N/N=C/CCc1ccccc1)c1ccccc1	0.7	0.6	5	1	/	2	1	-8.3	/
CCOC(=O)c1cc(CC)sc1NC(=O)c1cc(OCC)c(OCC)c(OCC)c1	-0.2	2.6	4	6	-0.3	-4	-1	i	-10
COc1ccc(CCNC(=O)Nc2nnc([C@@H]3C[C@H](O)[C@@H](CO)O3)s2)cc1OC	/	0.1	2	-3	-0.1	8	/	-0.5	/
CCNNC(=O)C(O)(Cc1ccccc1)Cc1ccccc1	-2.6	-0.9	4	-1	-0.6	29	0	1.2	-3
OC(CNCCc1c[nH]c2ccccc12)C(F)(F)F (stereo not given)	-0.2	-0.6	8	-2	0.1	0	2	-0.4	-9
O=C(Nc1ccc([N+](=O)[O-])cc1Br)c1cc2ccccc2nc1Cl	-1.4	-0.2	0	-3	0.8	3	-3	i	-8
COc1ccc(S(=O)(=O)N2CCOCC2)cc1NC(=O)c1ccncc1	-1.1	-0.4	3	-4	-0.2	-4	/	i	3
O=C(NCc1cccnc1)c1ccc(NS(=O)(=O)c2cccc([N+](=O)[O-])c2)cc1	1.0	-0.2	-5	-9	-0.6	7	/	i	-4
CCCCCn1c(=O)[nH]c2cc(C(=O)N3CCN(Cc4ccc5c(c4)OCO5)CC3)ccc2c1=O	0.3	-0.5	-3	4	/	-2	-1	-0.4	-9
CC1Cc2ccccc2N1C(=O)COC(=O)c1ccc(O)cc1 (stereo not given)	2.3	0.4	-4	-6	1.4	-3	1	-4.7	2
COc1ccc(-c2cc(C(=O)NCCc3ccc(S(N)(=O)=O)cc3)c3ccccc3n2)cc1	0.0	-0.2	11	-16	0.2	-5	2	i	-3
O=C(Oc1cccc2cccnc12)c1ccc(Br)o1	0.8	0.3	-5	-5	/	1	-2	i	-24
CCOC(=O)CSCc1nc(-c2ccc(Cl)cc2)oc1C	0.7	-1.0	20	-1	1.2	-4	5	-0.2	-19
Cc1ccc(NC(=O)C(C)Sc2nc(=O)cc(N)n2-c2ccccc2)cc1 (stereo not given)	-1.4	0.9	1	4	/	1	-2	/	-7
O=C(CSc1ccccn1)c1ccc(F)cc1	-0.2	-0.4	-5	-2	/	-1	-1	i	4
CCOc1cc(/C=N\NC(=O)Cn2nc([N+](=O)[O-])cc2C)ccc1OCc1cccc2ccccc12	1.0	0.1	6	5	/	-1	0	i	/
FC(F)(F)c1ccc2c(c1)N(CCCN1CCN(CCCl)CC1)c1ccccc1S2	-2.2	1.2	-38	-24	/	-7	2	-0.4	7
COc1ccc(C(O)C(C)NC(C)C(O)c2ccc(OC)cc2)cc1 (stereo not given)	/	0.8	-4	-4	2.0	-4	/	-0.6	-7
CC1(C)CC2CC(C)(CN2C(=O)COC(=O)c2n[nH]c(=O)c3ccccc23)C1 (stereo not given)	0.1	-0.9	6	-5	/	-1	1	1.0	-12
